Screens: PubChem BioAssay, several laboratories
ASAP1 GAP inh: inhibitors of human ASAP1 ArfGAP activity, primary screen, biochemical, fluorescence polarization; ASAP1-stimulated ARF1 GTP hydrolysis, GDP FP detection; hit rate 0.19% among 360,000; inhibition, % at 16.5 µM; in the data active = inhibition above about 25%;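 note: 0% = vehicle with enzyme and substrate and 100% = no enzyme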
HGIII-sPLA2 inh: human group III sPLA2 inhibitors, primary screen, biochemical, QFRET, BODIPY PC-A2 liposome substrate; Group 3 secretory phospholipase A2 (Homo sapiens), Q9NZ20; QFRET BODIPY PC-A2 liposome hydrolysis, fluorescence; inhibition, % at 12.2 µM; hit rate 0.56% among 370,000; AID 743126, 2013;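 active = inhibition above mean plus 3 SD of compounds lying within the high and low control bounds, cut at about 19% in these data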;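 note: 0% = median of test compound wells and 100% = no enzyme DMSO wells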
KLK7 zymogen act: proKLK7 zymogen activators, primary screen, biochemical, fluorescence intensity; Kallikrein-7 (Homo sapiens), P49862; purified proKLK7, EDANS-DABCYL substrate fluorescence; 100% is mature enzyme control, 0% vehicle; activation, % at 7 µM; hit rate 0.9% among 370,000; AID 652039, 2013;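 active = activation above the mean of all tested compounds plus 3 SD, computed per campaign excluding outliers beyond control limits, cut at about 13% in these data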
UHRF1 binding: UHRF1 methylated DNA binding inhibitors, primary screen, counter-screen for MBD2 inhibitor project, biochemical, TR-FRET, human UHRF1, single concentration; E3 ubiquitin-protein ligase UHRF1 (Homo sapiens), Q96T88; UHRF1 binding to methylated oligo; inhibition, % at 4.4 µM; hit rate 0.75% among 370,000; in the data active = inhibition above about 21%;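 note: UHRF1 SRA domain binding a hemimethylated CpG hairpin DNA probe; 0% = median of test compound wells and 100% = reference inhibitor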
PLC-beta3 inh: human PLC-beta3 inhibitors, primary screen, biochemical, fluorescence; Purified PLC-beta3, fluorogenic substrate; inhibition, % at 12.2 µM; hit rate 0.18% among 370,000; AID 720704, 2013; in the data active = inhibition above about 11%;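 note: 0% = median of compound wells on plate and 100% = full blocker control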
ARFGAP1 inh: inhibitors of rat ARFGAP1 GAP activity, primary screen, biochemical, fluorescence polarization, GDP tracer. inhibition, % at 16.5 µM. Arfgap1-stimulated ARF1 GTP hydrolysis, GDP FP detection. hit rate 0.26% among 360,000. AID 651572, 2012. ADP-ribosylation factor GTPase-activating protein 1 (Rattus norvegicus), Q62848;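 active = inhibition above a per-plate limit, mean inhibition of low control wells plus 3 SD, cut at about 25% in these data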;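 note: 0% = DMSO wells with enzyme and 100% = wells lacking Arfgap1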
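Replicates: Single well per compound | Assay system: Truncated rat Arfgap1 GAP domain | Control set: No-Arfgap1 wells (100%) versus DMSO full-reaction wells (0%) | Times: Enzyme reaction 120 min at 25 °C after 20 min preincubation | Reagent: Human ARF1(Δ1-17)-GTP substrate | Measured by: Tracer-displacement fluorescence polarization with EDTA stop, 620/688 nm | Measure: Percent inhibition of Arfgap1-stimulated GTP hydrolysis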
Rev-erbA mod: modulators of Rev-erb alpha DNA binding, primary screen, biochemical, FITC-DNA, fluorescence polarization, uHTS; hit rate 0.79% among 370,000; activity, % at 10 µM; Rev-erbα–FITC-DNA binding, 90 min; AID 1259318, 2017; Nuclear receptor subfamily 1 group D member 1 (Homo sapiens), P20393;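 active = activity above about 14%, limit read from the data; passing the limit was not always enough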;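 note: 0% = DMSO wells with 35 nM protein and 100% = DMSO wells with 750 nM protein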
Tn7 DDE FP: inhibitors of Tn7 peptide binding to fibrin DD(E), primary screen, biochemical, fluorescence polarization, human fibrin, Tn7 probe; Fibrinogen beta chain (Homo sapiens), P02675; FP displacement of FITC-Tn7 peptide from fibrin DD(E); 0% = median of compound wells per plate; inhibition, % at 8.3 µM; hit rate 0.13% among 370,000;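 active = inhibition above the mean of compounds falling within the control limits plus 3 SD of them, cut at about 14% in these data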;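 note: 0% = plate median of compound wells and 100% = 10 µM Aha-Tn7 peptide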
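Assay system: human fibrin DD(E) protein / Input: 2 µM fibrin DD(E) / Benchmarks: high control of 10 µM Aha-Tn7 peptide / Measured by: fluorescence polarization of the labelled Tn7 tracer / Medium: Tris buffer with calcium and detergent, pH 7.8 / Timing: 10 min compound pre-incubation, 3 h probe incubation at room temperature / Repeats: one replicate per compound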
Tn6 DDE FP: inhibitors of Tn6 peptide binding to fibrin DD(E), primary screen, biochemical, fluorescence polarization, human fibrin, Tn6 probe. hit rate 0.21% among 370,000. inhibition, % at 8.3 µM. Fibrinogen beta chain (Homo sapiens), P02675. Fibrin DD(E) TRITC-Tn6 fluorescence polarization displacement;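 active = inhibition above a per-campaign cutoff: mean of compounds within control limits plus 3 SD, cut at about 15% in these data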;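 note: 0% = median of all compound wells on the plate and 100% = blocking peptide control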
PLCg1 inh: PLC-gamma1 enzyme inhibitors, primary screen, biochemical, fluorescence, purified enzyme; inhibition, % at 12.2 µM; fluorogenic substrate; hit rate 0.84% among 370,000; in the data active = inhibition above about 9.5%
Target sequence (P19174 whole entry, looked up): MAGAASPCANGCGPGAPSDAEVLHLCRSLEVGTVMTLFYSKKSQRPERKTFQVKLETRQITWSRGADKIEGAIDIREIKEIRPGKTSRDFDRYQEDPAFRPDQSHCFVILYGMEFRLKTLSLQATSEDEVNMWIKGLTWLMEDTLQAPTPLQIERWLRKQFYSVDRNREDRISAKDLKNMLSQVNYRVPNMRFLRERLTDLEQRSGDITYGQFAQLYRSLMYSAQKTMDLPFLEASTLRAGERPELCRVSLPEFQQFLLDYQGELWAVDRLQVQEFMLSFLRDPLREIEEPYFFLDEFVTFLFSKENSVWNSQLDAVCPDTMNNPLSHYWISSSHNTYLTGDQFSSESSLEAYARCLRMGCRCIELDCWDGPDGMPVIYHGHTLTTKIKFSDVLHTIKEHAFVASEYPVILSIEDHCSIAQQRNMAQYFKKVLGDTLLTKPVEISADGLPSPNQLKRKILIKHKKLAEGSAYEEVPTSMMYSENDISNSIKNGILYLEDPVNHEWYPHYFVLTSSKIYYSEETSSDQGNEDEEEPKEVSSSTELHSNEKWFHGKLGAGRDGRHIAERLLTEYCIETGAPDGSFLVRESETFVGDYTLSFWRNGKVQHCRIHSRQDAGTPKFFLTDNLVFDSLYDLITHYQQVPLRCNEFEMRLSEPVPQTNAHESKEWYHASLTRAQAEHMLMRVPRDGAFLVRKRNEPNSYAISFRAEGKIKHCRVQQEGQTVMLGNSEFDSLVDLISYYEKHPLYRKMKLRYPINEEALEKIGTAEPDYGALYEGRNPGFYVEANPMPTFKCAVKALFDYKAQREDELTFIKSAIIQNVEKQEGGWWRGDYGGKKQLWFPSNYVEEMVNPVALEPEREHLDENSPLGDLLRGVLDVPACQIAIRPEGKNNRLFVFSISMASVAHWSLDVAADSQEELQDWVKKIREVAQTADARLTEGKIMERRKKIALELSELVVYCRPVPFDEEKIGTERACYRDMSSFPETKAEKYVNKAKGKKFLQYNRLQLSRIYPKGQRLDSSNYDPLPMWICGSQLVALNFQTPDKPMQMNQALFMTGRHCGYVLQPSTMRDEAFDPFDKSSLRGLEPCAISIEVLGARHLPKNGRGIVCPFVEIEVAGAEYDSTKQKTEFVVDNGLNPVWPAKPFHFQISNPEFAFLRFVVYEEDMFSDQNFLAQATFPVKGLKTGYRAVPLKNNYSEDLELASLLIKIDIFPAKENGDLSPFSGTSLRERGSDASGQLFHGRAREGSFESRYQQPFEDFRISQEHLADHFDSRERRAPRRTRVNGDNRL
* marks the source's active call; other numbers are inactive results.

For COC(=O)C1CC(O)C(O)C(O)C1 (stereo not given) the results were ASAP1 GAP inh -8, HGIII-sPLA2 inh 0, KLK7 zymogen act -0.1, UHRF1 binding -1, PLC-beta3 inh 1, ARFGAP1 inh -5, Rev-erbA mod -1, Tn7 DDE FP 3, Tn6 DDE FP 7 and PLCg1 inh 0.
For S=C(NCc1cccnc1)NCc1cccnc1 the results were ASAP1 GAP inh 10, HGIII-sPLA2 inh -4, KLK7 zymogen act -0.6, UHRF1 binding -3, PLC-beta3 inh -4, ARFGAP1 inh -5, Rev-erbA mod -2, Tn7 DDE FP -4, Tn6 DDE FP 2 and PLCg1 inh 2.
For CCCNC(=O)C1(C)CCN(Cc2ccc(C)c3ccccc23)C1 (stereo not given) the results were ASAP1 GAP inh -6, HGIII-sPLA2 inh 7, KLK7 zymogen act -1.0, UHRF1 binding -1, PLC-beta3 inh -3, ARFGAP1 inh 0, Rev-erbA mod 5, Tn7 DDE FP 3, Tn6 DDE FP -1 and PLCg1 inh 0.
For COc1ccc(Cl)cc1-n1c(=S)sc2c(=O)[nH]c(SCC(=O)NCCC(C)C)nc21 the results were ASAP1 GAP inh 3, HGIII-sPLA2 inh -7, KLK7 zymogen act 0.6, UHRF1 binding -3, PLC-beta3 inh 1, ARFGAP1 inh 10, Rev-erbA mod 4, Tn7 DDE FP -4, Tn6 DDE FP 0 and PLCg1 inh 7.
For COc1ccc(CN2C(=O)CN(S(C)(=O)=O)CC2(C)C(=O)NCc2ccccc2)cc1OC (stereo not given) the results were ASAP1 GAP inh 13, HGIII-sPLA2 inh 5, KLK7 zymogen act -0.6, UHRF1 binding -1, PLC-beta3 inh 2, ARFGAP1 inh -7, Rev-erbA mod -4, Tn7 DDE FP -4, Tn6 DDE FP 1 and PLCg1 inh 4.
`Cn1c(=O)oc2cc(S(=O)(=O)NCCC(=O)NCCc3ccccc3)ccc21` gave ASAP1 GAP inh -1, HGIII-sPLA2 inh -2, KLK7 zymogen act -0.2, UHRF1 binding 3, PLC-beta3 inh -5, ARFGAP1 inh -1, Rev-erbA mod -2, Tn7 DDE FP 0, Tn6 DDE FP -4 and PLCg1 inh 2.
For O=C(Nc1nc(=O)c2ccccc2s1)c1ccc(Cl)cc1 the results were ASAP1 GAP inh 12, HGIII-sPLA2 inh -2, KLK7 zymogen act 1.4, UHRF1 binding -2, PLC-beta3 inh 2, ARFGAP1 inh 1, Rev-erbA mod 78*, Tn7 DDE FP 3, Tn6 DDE FP -1 and PLCg1 inh 2.
Screening CCC(C)NC(=O)CN(c1ccc(OC)cc1)S(=O)(=O)c1ccc(NC(C)=O)cc1 (stereo not given) returned ASAP1 GAP inh 3, HGIII-sPLA2 inh 1, KLK7 zymogen act 0.2, UHRF1 binding 3, PLC-beta3 inh 1, ARFGAP1 inh 6, Rev-erbA mod 4, Tn7 DDE FP 7, Tn6 DDE FP 1 and PLCg1 inh 1.
Screening O=C(Nc1ccc(F)cc1)c1ccccc1NC(=O)C1CCCCC1C(=O)O (stereo not given) returned ASAP1 GAP inh 9, HGIII-sPLA2 inh 10, KLK7 zymogen act 0.3, UHRF1 binding 2, PLC-beta3 inh -12, ARFGAP1 inh 3, Rev-erbA mod 7, Tn7 DDE FP 4, Tn6 DDE FP 8 and PLCg1 inh -6.
Screening O=C(COc1nnnc2ccccc12)N1CCCc2ccccc21 returned ASAP1 GAP inh 1, HGIII-sPLA2 inh -1, KLK7 zymogen act 0.1, UHRF1 binding 1, PLC-beta3 inh 2, ARFGAP1 inh 6, Rev-erbA mod 0, Tn7 DDE FP -5, Tn6 DDE FP 3 and PLCg1 inh 3.
Screening Cc1ccc(-n2c(O)c(/C=N/c3ncn[nH]3)c3ccccc3c2=O)cc1 returned ASAP1 GAP inh -7, HGIII-sPLA2 inh -11, KLK7 zymogen act 2.8, UHRF1 binding -4, PLC-beta3 inh -225, ARFGAP1 inh 3, Rev-erbA mod -1, Tn7 DDE FP -7, Tn6 DDE FP -4 and PLCg1 inh -225.
Screening CC(C)(C)c1ccccc1NC(=O)Nc1nc(C(N)c2ccccc2Cl)cs1 (stereo not given) returned ASAP1 GAP inh 16, HGIII-sPLA2 inh 20*, KLK7 zymogen act -0.5, UHRF1 binding 2, PLC-beta3 inh -1, ARFGAP1 inh -8, Rev-erbA mod -9, Tn7 DDE FP -13, Tn6 DDE FP -8 and PLCg1 inh 7.
O=C(Nc1nnc(-c2ccncc2)o1)c1cccc(N2C(=O)CCC2=O)c1 was read as ASAP1 GAP inh 3, HGIII-sPLA2 inh 3, KLK7 zymogen act 0.1, UHRF1 binding 2, PLC-beta3 inh -7, ARFGAP1 inh 15, Rev-erbA mod 5, Tn7 DDE FP 0, Tn6 DDE FP -7 and PLCg1 inh -1.
O=C(CSc1nnc(-c2ccco2)c(-c2ccco2)n1)Nc1ccccc1 was read as ASAP1 GAP inh -5, HGIII-sPLA2 inh -5, KLK7 zymogen act -0.1, UHRF1 binding 41*, PLC-beta3 inh -8, ARFGAP1 inh -19, Rev-erbA mod -20, Tn7 DDE FP 0, Tn6 DDE FP 1 and PLCg1 inh 1.
O=C(NCCc1c[nH]c2ccccc12)C1CCCN(S(=O)(=O)c2ccccc2)C1 (stereo not given) was read as ASAP1 GAP inh 0, HGIII-sPLA2 inh -84, KLK7 zymogen act -0.2, UHRF1 binding 0, PLC-beta3 inh 1, ARFGAP1 inh -1, Rev-erbA mod 2, Tn7 DDE FP -8, Tn6 DDE FP 6 and PLCg1 inh 2.
`Cc1ccc(C(=O)c2cc([N+](=O)[O-])ccc2N2CCOCC2)c(C)c1` gave ASAP1 GAP inh 0, HGIII-sPLA2 inh -5, KLK7 zymogen act 0.3, UHRF1 binding 0, PLC-beta3 inh 1, ARFGAP1 inh 6, Rev-erbA mod 7, Tn7 DDE FP -2, Tn6 DDE FP -6 and PLCg1 inh 3.
COc1cccc(CNC(=O)CC2Sc3ccccc3NC2=O)c1 (stereo not given) was read as ASAP1 GAP inh 1, HGIII-sPLA2 inh 5, KLK7 zymogen act 0.1, UHRF1 binding 5, PLC-beta3 inh -6, ARFGAP1 inh 3, Rev-erbA mod 0, Tn7 DDE FP 2, Tn6 DDE FP -4 and PLCg1 inh 4.
`CCOC(=O)Nc1ccc2c(c1)N(C(=O)CCN(C)C)c1ccccc1CC2` gave ASAP1 GAP inh 2, HGIII-sPLA2 inh -4, KLK7 zymogen act -0.5, UHRF1 binding -1, PLC-beta3 inh -2, ARFGAP1 inh 11, Rev-erbA mod 8, Tn7 DDE FP 4, Tn6 DDE FP -3 and PLCg1 inh 4.
For COc1ccccc1N1CCN(CCN(C(=O)c2ccc(F)cc2)c2ccccn2)CC1 the results were ASAP1 GAP inh -11, HGIII-sPLA2 inh 6, KLK7 zymogen act -0.7, UHRF1 binding 3, PLC-beta3 inh 2, ARFGAP1 inh -9, Rev-erbA mod -3, Tn7 DDE FP 6, Tn6 DDE FP 0 and PLCg1 inh 2.
For O=C1/C(=C/c2ccc(F)cc2)SC(=S)N1CCCC(=O)N1CCCCC1CCO (stereo not given) the results were ASAP1 GAP inh 12, HGIII-sPLA2 inh -22, KLK7 zymogen act 0.0, UHRF1 binding -1, PLC-beta3 inh -8, ARFGAP1 inh -9, Rev-erbA mod 0, Tn7 DDE FP -2, Tn6 DDE FP 7 and PLCg1 inh -1.

In the list so far, these contain two or more sulfur atoms.
For COc1ccc(Cl)cc1-n1c(=S)sc2c(=O)[nH]c(SCC(=O)NCCC(C)C)nc21 the results were ASAP1 GAP inh 3, HGIII-sPLA2 inh -7, KLK7 zymogen act 0.6, UHRF1 binding -3, PLC-beta3 inh 1, ARFGAP1 inh 10, Rev-erbA mod 4, Tn7 DDE FP -4, Tn6 DDE FP 0 and PLCg1 inh 7.
For O=C1/C(=C/c2ccc(F)cc2)SC(=S)N1CCCC(=O)N1CCCCC1CCO (stereo not given) the results were ASAP1 GAP inh 12, HGIII-sPLA2 inh -22, KLK7 zymogen act 0.0, UHRF1 binding -1, PLC-beta3 inh -8, ARFGAP1 inh -9, Rev-erbA mod 0, Tn7 DDE FP -2, Tn6 DDE FP 7 and PLCg1 inh -1.

(continued)
`Cc1c(C(=O)NCc2ccc([N+](=O)[O-])cc2)sc(=O)n1Cc1ccc(-c2ccccc2)cc1` gave ASAP1 GAP inh 3, HGIII-sPLA2 inh -2, KLK7 zymogen act 0.0, UHRF1 binding 1, PLC-beta3 inh -3, ARFGAP1 inh -3, Rev-erbA mod -4, Tn7 DDE FP -6, Tn6 DDE FP 4 and PLCg1 inh -2.
CC1CCN(CC(O)COc2ccc(OCC(O)CN3CCC(C)CC3)cc2)CC1 (stereo not given) was read as ASAP1 GAP inh -2, HGIII-sPLA2 inh -4, KLK7 zymogen act -0.8, UHRF1 binding 0, PLC-beta3 inh -1, ARFGAP1 inh -3, Rev-erbA mod 3, Tn7 DDE FP -9, Tn6 DDE FP -3 and PLCg1 inh 1.
Screening CC(=O)N1c2cc(S(=O)(=O)N3CCN(c4ccccc4F)CC3)c(Br)cc2CC1C (stereo not given) returned HGIII-sPLA2 inh -9, KLK7 zymogen act -0.1, UHRF1 binding -2, PLC-beta3 inh 0, Rev-erbA mod 1, Tn7 DDE FP -3, Tn6 DDE FP 5 and PLCg1 inh 3.
Cc1ccc2nc(-c3ccco3)c(Cc3cccc(F)c3)n2c1 was read as ASAP1 GAP inh 9, HGIII-sPLA2 inh -14, KLK7 zymogen act 0.2, UHRF1 binding 18, PLC-beta3 inh -61, ARFGAP1 inh 4, Rev-erbA mod 1, Tn7 DDE FP -3, Tn6 DDE FP 5 and PLCg1 inh -42.
For COc1ccc(OCCC(=O)OCC(=O)NC2CCCCC2)cc1 the results were ASAP1 GAP inh -12, HGIII-sPLA2 inh 19, KLK7 zymogen act -0.1, UHRF1 binding 5, PLC-beta3 inh 4, ARFGAP1 inh 9, Rev-erbA mod 1, Tn7 DDE FP -11, Tn6 DDE FP -12 and PLCg1 inh 3.
